PGK inhibitor: qHTS Assay to Find Inhibitors of Phosphoglycerate Kinase. Phosphoglycerate kinase, glycosomal (Trypanosoma brucei brucei), P07378. PGK/GAPDH coupled, Kinase-Glo luminescence, 60 min. Potency, µM (highest dose often 57.5 µM), for inactives: top-dose activity change, negative = inhibition, actives largely listed as inhibitors. 0.043% of 380,000 active. AID 602233, 2012; also: potency is read from the fitted curve at half-maximal effect; % is scaled to controls: 0 for no effect and ±100 for the full control effect; nearly all actives have a fitted effect of over 60% in size
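Recombinant glycosomal PGK reaction used 1,3-bisphosphoglycerate generated in-well by GAPDH (100nM final) in 100mM TEA pH 7.6, 5mM MgCl2, 0.01% Tween-20. After 60 minutes at room temperature, ATP was read by Kinase-Glo Plus luminescence end-point.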
JMJD2A Tudor inh: qHTS Assay for Inhibitors of JMJD2A-Tudor Domain; Lysine-specific demethylase 4A (Homo sapiens), O75164; AlphaScreen JMJD2A-Tudor / H3K4me3 peptide binding; Potency, µM (series often up to 114 µM), without a hit: top-dose activity change, negative = inhibition, actives largely listed as inhibitors; 4.4% of 390,000 active; AID 504339, 2011; also: potency is read from the fitted curve at half-maximal effect; % is scaled to controls: 0 for no effect and ±100 for the full control effect; nearly all actives have a fitted effect of over 50% in size
Pol eta inh: qHTS for Inhibitors of Polymerase Eta. DNA polymerase eta (Homo sapiens), Q9Y253. recombinant Pol eta, fluorescent DNA replication assay. Potency, µM (top dose mostly 114 µM), without a hit: top-dose activity change, negative = inhibition, actives largely listed as inhibitors. 1.2% of 390,000 active; also: potency is read from the fitted curve at half-maximal effect; % is scaled to controls: 0 for no effect and ±100 for the full control effect
Target sequence (Q9Y253 whole entry, looked up): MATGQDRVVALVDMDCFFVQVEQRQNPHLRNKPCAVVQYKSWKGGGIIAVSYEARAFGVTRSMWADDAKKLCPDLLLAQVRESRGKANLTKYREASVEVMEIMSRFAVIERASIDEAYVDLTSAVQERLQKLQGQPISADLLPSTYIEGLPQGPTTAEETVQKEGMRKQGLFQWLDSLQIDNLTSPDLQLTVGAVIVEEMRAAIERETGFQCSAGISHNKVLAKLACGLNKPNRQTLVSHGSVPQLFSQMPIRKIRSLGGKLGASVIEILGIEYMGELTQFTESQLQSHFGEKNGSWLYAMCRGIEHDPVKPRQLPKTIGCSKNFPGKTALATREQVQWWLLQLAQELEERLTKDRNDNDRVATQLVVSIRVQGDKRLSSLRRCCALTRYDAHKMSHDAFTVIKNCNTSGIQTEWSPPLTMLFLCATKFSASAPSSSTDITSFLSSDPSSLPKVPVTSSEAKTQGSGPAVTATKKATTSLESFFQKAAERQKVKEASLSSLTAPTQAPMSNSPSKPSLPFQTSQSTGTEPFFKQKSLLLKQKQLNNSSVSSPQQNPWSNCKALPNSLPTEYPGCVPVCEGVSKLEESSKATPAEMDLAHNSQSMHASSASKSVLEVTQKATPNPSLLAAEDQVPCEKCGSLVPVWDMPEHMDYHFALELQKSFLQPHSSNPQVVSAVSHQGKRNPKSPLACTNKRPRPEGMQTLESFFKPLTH
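Pol eta at 10 nM preincubated with compounds 15 min at room temperature; reaction started with fluorescent substrate (50 nM final) and read kinetically at 0 and 10 min.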
PI4K2A block: qHTS for small molecular inhibitors of PI4K2A. Phosphatidylinositol 4-kinase type 2-alpha (Homo sapiens), Q9BTU6. activity change, negative = inhibition, % at 76.9 µM. 0.13% of 420,000 active. purified PI4K2A, ADP-Glo luminescence, 1 h; hits give low values; in the data active = activity change below about -50%; inconclusive = mostly about -30% to -49%;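 also: -100% = wells without enzyme as full effect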
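PI4K2A activity was measured by ADP-Glo luminescence: enzyme (4 ug/mL stock) and phosphatidylinositol (1.2 mM stock) in Tris pH 7.5/MgCl2/EGTA/Triton X-100 buffer were reacted with ATP (300 microM stock) for one hour at ambient temperature.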
BAZ2B block: qHTS Assay for Inhibitors of BAZ2B; AlphaScreen BAZ2B-H3K14Ac peptide displacement; AID 504333, 2011; Potency, µM (top dose mostly 114 µM), without a hit: top-dose activity change, negative = inhibition, usual class: inhibitors; Bromodomain adjacent to zinc finger domain protein 2B (Homo sapiens), Q9UIF8; 4.4% of 360,000 active; also: potency is read from the fitted curve at half-maximal effect; % is scaled to controls: 0 for no effect and ±100 for the full control effect; nearly all actives have a fitted effect of over 60% in size
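AlphaScreen displacement of biotin-H3(5-23)K14Ac peptide (50 nM final) from BAZ2B (50 nM final) in PBS pH 7.4, 0.01% Tween-20; complex preformed 30 min RT, then compounds (top 110 uM) 30 min RT, beads 20 min dark.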
Pin1 inh: qHTS Assay to Find Inhibitors of Pin1. Pin1 FP peptide displacement, HiFluor488, 10 min. Potency, µM (series often up to 115 µM), for the others: at the highest dose activity, negative = inhibition, hits mostly inhibitors. 0.009% of 390,000 active. Peptidyl-prolyl cis-trans isomerase NIMA-interacting 1 (Homo sapiens), Q13526. AID 504891, 2011; active = well fitted inhibition curve with a large enough effect in the polarisation, with a control signal flat, not every such curve was filed as active; inconclusive = small, poorly fitted or top-dose-only effect, or effect the other way, or a change in a side signal; inactive = no such curve, though single readings can be large or run the other way; the % refers to the polarisation; also: potency is read from the fitted curve at half-maximal effect; % is scaled to controls: 0 for no effect and ±100 for the full control effect
G9a block: qHTS Assay for Inhibitors of Histone Lysine Methyltransferase G9a; Histone-lysine N-methyltransferase EHMT2 (Homo sapiens), Q96KQ7; G9a H3K9 monomethylation, AlphaScreen, 2 h; Potency, µM (titrated, usually from 102 µM), inactives show top-dose activity, negative = inhibition, actives largely listed as inhibitors; 8.8% of 350,000 active; AID 504332, 2011; also: potency is read from the fitted curve at half-maximal effect; % is scaled to controls: 0 for no effect and ±100 for the full control effect; nearly all actives have a fitted effect of over 75% in size
Target sequence (Q96KQ7 913-1193 limits assumed): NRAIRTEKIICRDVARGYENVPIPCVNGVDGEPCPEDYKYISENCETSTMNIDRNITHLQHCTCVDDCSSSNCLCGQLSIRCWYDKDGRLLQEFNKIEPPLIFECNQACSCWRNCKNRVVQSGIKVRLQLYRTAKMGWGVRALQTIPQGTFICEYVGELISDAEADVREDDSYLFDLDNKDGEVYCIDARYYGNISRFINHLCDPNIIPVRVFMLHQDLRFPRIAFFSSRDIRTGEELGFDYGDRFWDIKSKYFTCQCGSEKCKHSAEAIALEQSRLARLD
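Enzyme 20 nM + cpd, 15 min RT; add b-H3K9 pep 500 nM / SAM 20 uM; 2 h RT; anti-H3K9me1 Ab 0.5 ug/mL + SA donor / anti-rabbit acceptor beads 20 ug/mL each, 10 min; AlphaScreen read.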
GLS inhibitor: qHTS for Inhibitors of Glutaminase (GLS); Glutaminase kidney isoform, mitochondrial (Homo sapiens), O94925; GLS enzymatic activity, qHTS titration; Potency, µM (top dose mostly 45.5 µM), for inactives: at the highest dose activity change, negative = inhibition, most hits filed as inhibitors; 0.21% of 410,000 active; also: potency is read from the fitted curve at half-maximal effect; % is scaled to controls: 0 for no effect and ±100 for the full control effect
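Glutamate formation by hKGA was monitored fluorometrically using coupled glutamate oxidase, HRP and Amplex Red. Substrate was added as 1 mM L-glutamine solution; incubation was 30 min at RT after an initial read.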
HP1b binding inh: HTS for Inhibitors of HP1-beta Chromodomain Interactions with Methylated Histone Tails; Chromobox protein homolog 1 (Homo sapiens), P83916; AlphaScreen HP1-beta / biotin-H3K9me3 peptide binding; Potency, µM (top dose mostly 114 µM), inactives show at the top dose activity change, negative = inhibition, usual class: inhibitors; 0.56% of 390,000 active; also: potency is read from the fitted curve at half-maximal effect; nearly all actives have a fitted effect of over 70% in size; inactives centre near 23
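Compound inhibition of the preformed complex between 50 nM HP1-beta and 50 nM biotinylated H3K9me3 peptide was read by AlphaScreen. Buffer was PBS pH 7.4 with 0.01% Tween-20. Incubations ran 30 min at room temperature, with 10 ug/mL donor/acceptor beads.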
Numbers without * were called inactive; i = inactive; ? = inconclusive; / = not tested or not shown; [ ] = remark or other dose. Unless noted, calls follow the shape of the dose curve; as a rule, active = well fitted curve in the direction sought with a large enough effect; inconclusive = small, poorly fitted or top-dose-only effect, or another doubt; inactive = no such curve, though single readings can be large; an effect the other way counts as inactive or inconclusive. Some of the compounds tested. The share of hits here may be higher or lower than overall.

PGK inhibitor	JMJD2A Tudor inh	Pol eta inh	PI4K2A block	BAZ2B block	structure	Pin1 inh	G9a block	GLS inhibitor	HP1b binding inh
-5%	-15%	-6%	2	4%	CC1CC(C)CN(C(=O)CSc2nc3ccsc3c(=O)n2Cc2ccccn2)C1 (centres undefined)	2%	?	2%	3%
-4%	-3%	-12%	-3	1%	COc1ccc(Cc2nc(-c3ccccn3)no2)cc1	6%	4%[59 µM]	3%	23%
0%	-5%	5%	1	-22%	COc1ccc(N2CCN(C(=O)c3cc(C)on3)CC2)cc1	-6%	5%	32%[activator]	16%
i	-6%	-2%	-3	-21%	CN(Cc1ccccc1)c1ccc(C(=O)O)cc1[N+](=O)[O-]	1%	0%[59 µM]	12%	4%
i	50µM*	?	-4	35µM*	c1ccc2c(NCCc3c[nH]c4ccccc34)c3ccccc3nc2c1	-2%	-11%[2.33 µM]	9%	-7%
-8%	2%[11.4 µM]	-8%	6	57%[activator]	Cc1[nH]c(=O)[nH]c(=O)c1S(=O)(=O)Nc1ccc(Oc2ccccc2)cc1	0%	?	3%	52%[activator]
/	?	-14%	1	?	Cc1nn(CCCC(=O)Nc2sc3c(c2C#N)CCC3)c(C)c1[N+](=O)[O-]	-1%	32µM*	-8%	?
-1%	-18%	?	-8	-3%	O=C(NC1CC1)c1c[nH]c2ccc(S(=O)(=O)Nc3cccc(C(F)(F)F)c3)cc2c1=O	0%	16%[59 µM]	4%	17%
-9%	50µM*	-15%	1	79µM*	COc1ccccc1CN1CCN(C(c2ccccc2)c2ccccc2)CC1	-4%	10µM*	-1%	?
8%	-17%	-14%	-1	1%	COc1ccccc1-c1nc2ccccc2c(=O)n1NC(=O)c1cccs1	-6%	11%[59 µM]	5%	10%
-12%	-20%[57.1 µM]	-8%	3	-34%	Cc1cccc(-n2nnc(C(=O)NCc3ccco3)c2N)c1	2%	7%	0%	9%
1%	-27%	-21%	4	?	O=C(CNC(=O)c1ccco1)N=Nc1c(O)n(CCc2ccccc2)c2ccccc12	-1%	2%	3%	18%
/	?	4%	-8	-2%	O=C(CCn1c(=O)oc2ccccc21)NC1=NCCS1	0%	11%[59 µM]	16%	-1%
-6%	6%[11.4 µM]	-12%	-7	3%	CCN(CCCNC(=O)C1CCN(S(=O)(=O)c2cnc[nH]2)CC1)c1ccccc1	3%	?	56%[activator]	-16%
5%	1%	-6%	3	-5%	O=S(=O)(/N=C(/Nc1ccccc1)c1ccccc1)c1cccs1	?	-3%	1%	38%
-4%	7%	3%	-2	8%	O=c1c2ccccc2ncn1CCCCOc1ccccc1F	-5%	/	-10%	36%
-3%	-2%	-13%	-11	-4%	COc1cc(CO)ccc1OCC(=O)Nc1cccc2ccccc12	-7%	18%	-9%	15%
-7%	15%	-4%	-5	2%	CCOC(=O)c1c(NC(=O)c2ccc(N3C(=O)C4C5C=CC(C5)C4C3=O)cc2)sc2c1CCCC2 (centres undefined)	?	23%	-6%	57%[activator]
0%	-2%	1%	1	3%	Cc1cc(C)n2nc(C(=O)OCC(=O)NNC(=O)c3ccccc3)nc2n1	2%	0%[59 µM]	-2%	32%[activator]
i	-12%	-2%	1	-39%	NC(=O)CN(c1ccc([N+](=O)[O-])cc1)S(=O)(=O)c1ccccc1	2%	/	11%	16%

The list continues:
PGK inhibitor	JMJD2A Tudor inh	Pol eta inh	PI4K2A block	BAZ2B block	structure	Pin1 inh	G9a block	GLS inhibitor	HP1b binding inh
i	11%	-13%	-2	-2%	CNC(=O)OCCSCCS(=O)(=O)c1ccc(Cl)cc1	4%	8%	-11%	25%
-2%	-14%	-8%	5	6%	Cc1ccc(S(=O)(=O)c2ccc(Cl)cc2)cc1S(N)(=O)=O	-4%	18%	-5%	20%
i	?	-10%	2	?	COc1ccccc1C(=O)NC(=S)Nc1ccc(N2CCN(C(=O)c3ccco3)CC2)cc1	-4%	/	13%	-2%
-5%	-16%	-11%	-4	-23%	CCOC(=O)Cn1c(=O)oc2cc(S(=O)(=O)N(C)Cc3ccccc3)ccc21	-5%	1%	2%	77%[activator]
-9%	-4%	-15%	-12	-4%	COc1ccc(NC2=NC3(CCCCC3)N=C(N)N2)cc1	-7%	-32%[59 µM]	-7%	12%
7%	-9%	-20%	-1	10%	COc1ccc(-c2nnnn2C)cc1S(=O)(=O)NCCc1ccccc1	1%	-13%[59 µM]	-3%	28%
i	-14%	-2%	-3	-20%	CC(C)c1ccc(Nc2nnc(SCC(=O)Nc3ncc(S(=O)(=O)c4ccc([N+](=O)[O-])cc4)s3)s2)cc1	-1%	35µM*	-5%	14%
4%	-27%	-2%	-2	-3%	CCCN1C(=O)C(O)(CC(=O)c2ccc(CC)cc2)c2cc(Br)ccc21 (centres undefined)	-5%	8%[59 µM]	-27%	12%
5%	8%	-24%	-2	8%	COc1ccc(Cl)cc1C(=O)Nc1ccc2nc(Nc3cccc(Cl)c3)cc(C)c2c1	28%	7%[59 µM]	-13%	35%[activator]
-8%	0%	-9%	-1	8%	Cc1cc2ncn(C(=O)c3c(-c4c(Cl)cccc4Cl)noc3C)c2cc1C	-3%	-7%[59 µM]	-16%	58%[activator]
-2%	-9%	-16%	1	-6%	COC(=O)c1ccccc1NC(=O)CN1CCC(n2nnc3cc(C(F)(F)F)ccc32)CC1	15%	5%[59 µM]	0%	22%
i	-15%	-12%	3	13%	C=CCn1c(C2CC(=O)N(c3ccc(C)cc3)C2)nc2ccccc21 (centres undefined)	6%	17%	-3%	35%
-2%	-5%	3%	2	-3%	C=CCSc1nc(N)c(C(=O)Nc2ccccc2OC)cc1C(=O)Nc1ccccc1	14%	?	9%	26%
-8%	-15%	-8%	9	16%	CCCN(CCC)CCNC(=O)C1CCCN(S(=O)(=O)c2ccc3c(c2)oc(=O)n3C)C1 (centres undefined)	-1%	/	-6%	5%
-8%	-7%	-20%	2	7%	COc1cc(S(=O)(=O)Nc2ccccc2C(=O)N2CCCC2)ccc1NC(C)=O	-3%	-41%	-9%	42%
-10%	-19%	-5%	-11	-11%	COC/C=C/C1=CC2=CC(=O)C(C)(OC(=O)c3cnc4ccccc4n3)C(=O)C2=CN1C(CO)CO (centres undefined)	2%	-1%[59 µM]	-1%	7%
-1%	-8%	-2%	-2	-15%	C#CCNC(=O)C1=C[C@H](c2cn(C(C)=O)c3ccccc23)[C@@H](CCCO)[C@H](OCC)O1	0%	9%[12.7 µM]	-3%	36%[activator]
0%	-7%	-22%	13	-16%	CSc1nc2ccccc2c(=O)n1C1CCOC(C)(C)C1 (centres undefined)	1%	9%	-3%	34%[activator]
0%	?	-3%	-2	-36%	Fc1ccc(-[n+]2nc(Nc3ccccc3)sc2-c2cccc(Cl)c2Cl)cc1	?	/	3%	17%
7%	-4%	-8%	0	-28%	CC(=O)Nc1ccc(Oc2cc(C#N)c(C#N)cc2N2CCOCC2)cc1	-1%	6%[59 µM]	5%	35%

Next records:
PGK inhibitor	JMJD2A Tudor inh	Pol eta inh	PI4K2A block	BAZ2B block	structure	Pin1 inh	G9a block	GLS inhibitor	HP1b binding inh
-7%	-11%	2%	-4	7%[57.1 µM]	CCOc1ccc(OCC)c(NC(=O)C2CCN(c3nnc(-n4cccc4)s3)CC2)c1	-7%	1%[59 µM]	5%	16%
-9%	2%	-23%	-2	5%	CCC(C)N(C(=O)CCC(=O)Nc1cc(C)on1)C(C(=O)NC(C)(C)C)c1ccccc1Cl (centres undefined)	6%	-10%[59 µM]	1%	53%[activator]
-8%	-19%	1%	1	-21%	CCN(C(=O)COC(=O)c1cc(S(=O)(=O)N2CCc3ccccc32)ccc1OC)C1CCS(=O)(=O)C1 (centres undefined)	-6%	-28%	0%	17%
i	-17%	-10%	3	0%	CN1C(=O)CSc2ccc(C(=O)O)cc21	-6%	?	0%	54%[activator]
2%	?	?	4	-4%	CCCCCCC(=O)N=Nc1c(O)[nH]c2ccc([N+](=O)[O-])cc12	-6%	-2%[59 µM]	8%	-11%

Copied from the list:
Under G9a block, `CCCCCCC(=O)N=Nc1c(O)[nH]c2ccc([N+](=O)[O-])cc12` has the entry -2%[59 µM]
Under HP1b binding inh, `CCN(C(=O)COC(=O)c1cc(S(=O)(=O)N2CCc3ccccc32)ccc1OC)C1CCS(=O)(=O)C1` (centres undefined) has the entry 17%

Compound activity: PubChem BioAssay, National Center for Advancing Translational Sciences (NCATS)
